SENP1 inh: human SENP1 catalytic domain inhibitors, primary screen, biochemical, FRET, uHTS | Sentrin-specific protease 1 (Homo sapiens), Q9P0U3 | recombinant SENP1 catalytic domain, CyPet-SUMO1-YPet FRET cleavage | inhibition, % at 10 µM | hit rate 0.21% among 360,000;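 active = inhibition at least 30% at 10 µM, raw YFP signal under a set limit, fluorescence ratio 0.5 to 1.5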;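 also: 0% = enzyme with DMSO and 100% = no enzyme wells; some results filed as inactive read as strong as hits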
Target sequence (Q9P0U3 419-644 limits assumed): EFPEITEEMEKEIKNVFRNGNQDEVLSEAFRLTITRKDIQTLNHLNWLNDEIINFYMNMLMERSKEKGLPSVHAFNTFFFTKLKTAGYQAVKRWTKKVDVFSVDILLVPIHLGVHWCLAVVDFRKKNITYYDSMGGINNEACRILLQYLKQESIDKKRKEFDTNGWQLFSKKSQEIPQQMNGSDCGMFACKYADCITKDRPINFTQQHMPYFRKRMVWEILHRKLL
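Assay system – human recombinant His6-tagged SENP1 catalytic domain enzyme · Input – SENP1 enzyme, 20 pM final · Buffer or medium – Tris pH 8 buffer plus EDTA, NaCl, BME, BSA, NP40, catalase · Schedule – 50 min reaction at room temperature · Technique – FRET read of cyan and yellow fluorescence · Control set – no-enzyme wells low, DMSO-plus-enzyme wells high control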
A3G deaminase: APOBEC3G DNA deaminase inhibitors, primary screen, biochemical, fluorescence, single-stranded DNA substrate, uHTS; DNA dC->dU-editing enzyme APOBEC-3G (Homo sapiens), Q9HC16; hit rate 0.28% among 330,000; inhibition, % at 20 µM; recombinant A3G, ssDNA deamination FAM/TAMRA fluorescence;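 active = inhibition of at least 40% at 20 µM, with no more than 30% in the related APOBEC3A deaminase screen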;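 also: plate controls were DMSO wells with A3G for no effect and wells lacking A3G enzyme for full effect; some compounds called inactive have numbers as strong as hits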
Target sequence (Q9HC16 whole entry, looked up): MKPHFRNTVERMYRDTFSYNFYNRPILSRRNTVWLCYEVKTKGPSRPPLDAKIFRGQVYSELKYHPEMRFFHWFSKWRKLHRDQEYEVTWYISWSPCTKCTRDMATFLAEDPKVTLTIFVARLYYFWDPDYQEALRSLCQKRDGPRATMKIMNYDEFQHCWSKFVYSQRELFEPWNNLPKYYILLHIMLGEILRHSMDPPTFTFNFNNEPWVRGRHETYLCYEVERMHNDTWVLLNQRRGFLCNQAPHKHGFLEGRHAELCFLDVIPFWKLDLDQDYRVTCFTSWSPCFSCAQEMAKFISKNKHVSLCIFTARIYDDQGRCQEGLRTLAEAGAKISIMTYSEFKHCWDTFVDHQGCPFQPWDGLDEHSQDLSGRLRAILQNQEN
APOBEC3A inh: APOBEC3A ssDNA deaminase inhibitors, primary screen, selectivity assay for APOBEC3G inhibitor project, biochemical, FAM/TAMRA oligo cleavage fluorescence; recombinant A3A, FAM/TAMRA ssDNA deamination fluorescence; inhibition, % at 20 µM; hit rate 0.41% among 330,000;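 active = at least 40% inhibition at 20 µM here, with at most 30% in a related deaminase screen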;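 also: plate controls were A3A with DMSO for no effect and wells lacking A3A enzyme for full effect; some results filed as inactive read as strong as hits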
Target sequence (P31941 whole entry, looked up): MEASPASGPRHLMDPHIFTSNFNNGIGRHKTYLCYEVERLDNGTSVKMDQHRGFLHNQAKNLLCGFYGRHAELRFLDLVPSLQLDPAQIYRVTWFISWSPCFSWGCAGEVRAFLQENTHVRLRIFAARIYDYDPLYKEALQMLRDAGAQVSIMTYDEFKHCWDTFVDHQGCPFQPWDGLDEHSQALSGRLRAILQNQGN
NLRP3 yeast inh: NALP3 inflammasome inhibitors in reconstituted yeast, primary screen, luminescence, uHTS; hit rate 0.39% among 330,000; Yeast reconstituted NLRP3/ASC/caspase-1, beta-gal luminescence, 24 h; inhibition, % at 10 µM;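 active = inhibition of 50% or more; inactive = inhibition below 50%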;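 also: plate controls were induced DMSO wells for no effect and uninduced yeast grown without galactose for full effect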
mIAP inh: inhibitors of mouse IAP, primary screen, biochemical, luminescence, uHTS. intestinal alkaline phosphatase [Mus musculus]. purified mouse IAP, CDP-Star luminescence, 30 min. inhibition, % at 10 µM. hit rate 0.2% among 330,000. AID 2806, 2010;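 active = inhibition of at least 40% at 10 µM in the primary screen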;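 also: plate controls were DMSO with enzyme for no effect and no enzyme wells for full effect; values of inactives mirror those of a sister screen read the other way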
hIAP activ: human IAP activators, primary screen, biochemical, luminescence, uHTS; Intestinal-type alkaline phosphatase (Homo sapiens), P09923; purified human IAP, CDP-Star luminescence, 30 min; stronger effect = higher value; 1 = vehicle-only enzyme, 0 = enzyme-free background; activation factor at 10 µM; hit rate 0.16% among 330,000;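 active = activation factor of the enzyme at least 2-fold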; also: the source names both 10 and 20 µM as test concentration; values of inactives mirror those of a sister screen read the other way
beta cell repl: inducers of MIN6 beta-cell proliferation, primary screen, ATP luminescence, uHTS | hit rate 0.29% among 330,000 | proliferation, % at 10 µM | MIN6 cells proliferation, ATPlite luminescence, 48 h; cells starved in 0.2% serum; 100% = growth in 10% serum;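 active = compounds whose signal lies at least 3.5 SD above the mean of all wells on their plate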;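 also: 0% = DMSO-treated cells in low-serum medium and 100% = 10% serum control; some compounds called inactive have numbers as strong as hits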
mIAP act: activators of mouse IAP, primary screen, biochemical, luminescence, uHTS; muIAP, CDP-Star luminescence, 30 min; stronger effect = higher value; 1 = vehicle-only enzyme signal, 0 = enzyme-free wells; activation factor at 10 µM; hit rate 0.24% among 330,000; AID 2805, 2010;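 active = activation factor of at least 2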; also: the source names both 10 and 20 µM as test concentration; values of inactives mirror those of a sister screen read the other way
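Assay system: mouse IAP enzyme / Compound: DMSO-dissolved test compounds / Timing: 30 min, room temperature / Measured by: luminescence from enzymatic CDP-Star hydrolysis / Control set: DMSO-only wells, enzyme-free buffer wells as negative control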
hIAP inh: human IAP inhibitors, primary screen, biochemical, luminescence, uHTS | Intestinal-type alkaline phosphatase (Homo sapiens), P09923 | purified IAP, CDP-Star luminescence, 30 min | inhibition, % at 10 µM | hit rate 0.12% among 330,000;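 active = inhibition reaching a set limit with compound at 10 µM in the primary screen, cut at about 35% in these data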;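 also: plate controls were DMSO wells with enzyme for no effect and no-enzyme buffer wells for full effect; values of inactives mirror those of a sister screen read the other way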
Starred values were filed as active, the others as inactive; . = no result given. Some of the compounds tested. The share of hits here may be higher or lower than overall.

SMILES	SENP1 inh	A3G deaminase	APOBEC3A inh	NLRP3 yeast inh	mIAP inh	hIAP activ	beta cell repl	mIAP act	hIAP inh
Cc1cccnc1NC(=O)c1cccc(S(=O)(=O)N2CCCC2)c1	1.8	-5.5	-3.1	10.2	1.5	0.913	-2.8	0.985	8.7
COc1cc(OC)cc(C(=O)OCc2ccc([N+](=O)[O-])cc2)c1	0.9	-2.8	0.3	28.2	10.8	0.999	2.8	0.892	0.1
CC(C)c1nnc(NC(=O)c2cc3cc(Br)ccc3oc2=O)s1	-13.4	-2.2	1.8	11.1	2.6	0.987	-0.6	0.974	1.3
Cc1ccc(S(=O)(=O)NCCC(=O)OCC(=O)NC(=O)c2cccn2C)cc1	-12.8	-4.2	-2.5	-5.9	1.2	0.962	-0.1	0.988	3.8
COc1cc(C(=O)N/N=C/c2coc3ccc(Cl)cc3c2=O)ccc1O	-5.7	-7.6	-5.8	11.7	0.7	1.36	-4.6	0.993	-35.7
Cc1onc(-c2ccccc2Cl)c1C(=O)OCC(=O)N1CCN(c2ccccc2)CC1	-0.9	-1.0	-3.2	-1.3	6.9	0.897	-5.1	0.931	10.3
CCNC(=O)COC(=O)c1[nH]c(C)c(C(=O)OC)c1C	-0.2	-2.0	0.2	-8.5	0.4	1.02	0.0	0.996	-1.6
CCOC(=O)C(C)(C)Sc1ncnc2nc[nH]c12	3.4	-7.6	1.2	20.9	-2.5	0.847	1.1	1.02	15.3
CSc1ccc(-c2nnn(Cc3ccc(Br)cc3)n2)cc1	-1.6	-3.9	-2.3	11.5	12.7	1.12	-0.9	0.873	-11.9
COC(=O)c1sccc1NS(=O)(=O)c1ccc(OC)cc1	-0.8	-1.5	3.2	13.6	4.4	1.11	-2.0	0.956	-10.7
O=C(CN(C(=O)CCC(=O)Nc1ccccn1)c1ccccc1F)NCc1ccc2c(c1)OCO2	-2.6	-6.4	-0.8	-4.5	-3.6	1.13	-0.1	1.04	-13.1
Cc1ccc(OCC(=O)Oc2c(C)cccc2C)cc1	1.3	-5.8	-5.3	12.2	1.7	1.03	5.2	0.983	-3.5
O=C(C1=COCCO1)N1CCN(c2nc3ccc([N+](=O)[O-])cc3s2)CC1	-1.7	-8.8	-5.1	7.0	6.9	1	-0.9	0.931	0.0
N#Cc1nc(-c2cccc3ccccc23)oc1NCCN1CCCCC1	-9.1	-8.7	-3.1	2.7	-8.2	0.915	-5.4	1.08	8.5
COc1ccccc1NC(=O)N(Cc1ccccc1)C1=NCC(C)S1 (stereo not given)	1.6	-7.1	-4.8	2.0	11.1	1.02	-1.3	0.889	-1.6
CNC(=O)Cn1nc(C)c2ccccc2c1=O	3.3	-1.8	-1.3	9.7	4.4	1.12	-1.7	0.956	-12.2
O=C(NCc1ccccc1CN1CCCC1)c1cc2cc(Cl)ccc2o1	0.5	-7.8	-2.0	37.5	16.7	1.12	-5.7	0.833	-12.1
O=C(NC1CCN(C(=O)c2cccc([N+](=O)[O-])c2)CC1)c1ccccc1	1.9	-8.3	-4.8	11.5	-10.0	1.22	-1.1	1.1	-22.0
Cc1ccc(-n2c(SCC(=O)N3CCOCC3)nnc2-c2ccncc2)cc1C	4.8	-3.3	3.1	-6.1	-4.9	1.07	-0.8	1.05	-7.2
COc1ccc(OCc2cc(=O)c3ccc4c(c3o2)C=CC(C)(C)O4)cc1OC	2.1	-5.3	-3.1	21.3	17.5	1.07	-1.8	0.825	-6.6
CCOC(=O)C(CC)n1cnc2c(oc3ccccc32)c1=O (stereo not given)	0.9	1.6	-0.3	-3.6	5.2	1.08	-1.0	0.948	-8.2
CCn1c(SCC(=O)Nc2ccc(OC)cc2)nc2nc3c(cc2c1=O)COC(C)(C)C3	-12.3	-1.7	-1.4	-2.8	7.5	1.36	-1.2	0.925	-35.6
O=C(c1ccccc1)N1CCC(c2nc3c(nnn3Cc3ccco3)c(=O)[nH]2)CC1	-0.5	-9.0	-2.8	8.7	-17.0	1.17	-1.5	1.17	-16.5
CCOC(=O)c1cc(C)n(Cc2cccc(OC)c2OC)c1C	-4.7	-7.4	-5.4	9.6	-6.9	0.996	1.2	1.07	0.4
Cc1ccccc1-c1nc(CS(=O)CC(=O)NC2CC2)c(C)o1 (stereo not given)	1.3	-7.2	5.1	4.8	1.7	1.02	0.3	0.983	-2.3

Brought forward from above: 2 entries, then new ones.
SMILES	SENP1 inh	A3G deaminase	APOBEC3A inh	NLRP3 yeast inh	mIAP inh	hIAP activ	beta cell repl	mIAP act	hIAP inh
CCOC(=O)c1cc(C)n(Cc2cccc(OC)c2OC)c1C	-4.7	-7.4	-5.4	9.6	-6.9	0.996	1.2	1.07	0.4
Cc1ccccc1-c1nc(CS(=O)CC(=O)NC2CC2)c(C)o1 (stereo not given)	1.3	-7.2	5.1	4.8	1.7	1.02	0.3	0.983	-2.3
CC1CCCCC1NC(=O)c1ccc(S(=O)(=O)NCC2CCCO2)cc1 (stereo not given)	-0.6	-5.3	-1.2	-2.1	3.2	0.808	0.6	0.968	19.2
CN(C)c1ccc(C(=O)/C=C/c2ccco2)cc1	6.3	9.8	24.3	3.2	27.1	1.14	0.0	0.729	-14.2
O=C(CN1CCCN(S(=O)(=O)c2ccc(Br)cc2)CC1)Nc1ccc2c(c1)OCO2	.	-3.5	-1.6	3.7	0.0	1.11	-2.9	1	-10.7
CC(C)(C)c1ccc(C(=O)OCc2c(-c3ccccc3)ncc3ccccc23)cc1	-0.1	-7.2	-1.9	10.9	-0.9	1.15	-4.7	1.01	-15.4
O=C(N1CCCCC1)N1CCCN(C(=O)N2CCCCC2)CC1	2.0	1.0	-0.6	18.4	-13.4	1.07	-0.3	1.13	-6.7
COc1ccc(S(=O)(=O)N(C)C[C@H]2Oc3ccc(NS(=O)(=O)c4ccccc4)cc3CC(=O)N([C@H](C)CO)C[C@@H]2C)cc1	1.7	-4.4	-4.7	9.4	10.2	0.957	-2.2	0.898	4.3
COc1ccccc1-n1cc(CN2CCN(CC=C(C)C)C(CCO)C2)cn1 (stereo not given)	0.0	-5.9	1.2	-9.0	0.0	1.04	-2.2	1	-3.7
CC(=O)Nc1ccc(S(=O)(=O)Nc2nccc(/C=C/c3ccc(Cl)cc3)n2)cc1	2.6	-6.9	-7.6	9.8	-0.3	0.99	-0.6	1	1.0
CC(C(=O)NCCS(=O)(=O)c1ccc(Br)cc1)S(=O)(=O)c1ccc(Cl)cc1 (stereo not given)	1.6	18.1	0.2	18.2	-5.0	1.07	-4.0	1.05	-6.7
O=C(N1CCCC1)C12CCC3CC(CC(C3)C1)C2	5.7	1.7	3.7	13.1	31.5	1.15	-0.8	0.685	-14.9
Cc1cnn(C(=S)NCC2CCCO2)c1 (stereo not given)	0.7	-0.6	1.6	-2.3	-4.1	1.03	-2.6	1.04	-3.2
Cc1ccccc1OCC(=O)NCC(=O)OCc1ccc(Br)cc1	0.7	-0.8	1.5	24.9	0.6	1.15	-4.8	0.994	-15.1
CC1CCCN(CC(O)COc2ccc(-c3ccccc3)cc2)C1 (stereo not given)	-1.0	-8.9	-4.1	22.5	11.5	0.975	-3.3	0.885	2.5
CCN(C(=O)COc1ccc(C(=O)c2ccccc2)cc1)c1ccccc1	-0.6	-4.6	-0.2	26.5	4.9	1.01	-1.6	0.951	-1.3
C=CCN(CC=C)C(=O)CN1C(=O)NC(c2ccccc2)(c2ccccc2)C1=O	-0.7	-9.5	-1.7	15.3	4.6	0.857	0.4	0.954	14.3
CCOC(=O)C1(CCOc2ccccc2)CCN(Cc2cccc(-n3cccn3)c2)CC1	-1.6	-9.2	0.0	11.6	-4.1	1.03	-3.4	1.04	-3.3
Cc1cc(C)n(C(=O)c2cc3c(s2)CCCC3)n1	-0.6	-0.3	-1.0	10.9	-3.1	1.06	0.0	1.03	-6.3
COC(=O)Cc1cc(=O)[nH]c(/N=C(\N)Nc2ccccc2C)n1	2.0	-4.2	-7.6	4.2	-5.5	1.26	-1.0	1.05	-25.7
CC(C)(C)NC(=O)CN(C(=O)CS(=O)CC(=O)Nc1ccc(F)cc1)c1ccc(F)c(Cl)c1 (stereo not given)	3.1	-2.9	-1.9	0.8	7.1	0.94	-3.8	0.929	6.0
Cc1ccc(C)c(NC(=O)c2nnn(Cc3ccccc3C)c2N)c1	-0.9	-7.1	-1.4	4.6	6.6	0.943	1.4	0.934	5.7
COc1ccc(CCNC(=S)N2CCN(S(=O)(=O)c3cccc(F)c3)CC2)cc1	-0.1	-7.2	-2.6	0.0	-1.2	1.2	0.5	1.01	-20.3
Cc1nnc(C)c2c(C)n(-c3ccc4ncccc4c3)c(C)c12	-11.2	-4.6	1.3	-6.0	-1.2	0.937	1.5	1.01	6.3
Cc1ccc(C(=O)c2cn[nH]c2-c2cc(Cl)ccc2O)cc1	1.9	-0.7	3.0	12.7	3.0	1.07	-2.0	0.97	-6.9
O=C(Nc1ccnc(-c2cccnc2)n1)c1ccc(Cl)c(Cl)c1	0.9	-6.6	-5.2	17.7	7.9	1	-2.6	0.921	-0.2
COc1ccc(OC)c(NC(=O)c2csc(Cl)c2OC)c1	0.6	-3.7	-3.9	22.3	4.5	1.01	-2.1	0.955	-0.8

(cont.)
SMILES	SENP1 inh	A3G deaminase	APOBEC3A inh	NLRP3 yeast inh	mIAP inh	hIAP activ	beta cell repl	mIAP act	hIAP inh
COc1ccc(N2CCN(C(=O)CCCN3C(=O)c4cccc5cccc(c45)C3=O)CC2)cc1	0.4	-3.2	-1.6	20.3	9.1	1.21	-1.8	0.909	-21.1
Cc1ccc(C(=O)Nc2ccncc2)o1	-0.4	-0.9	-2.0	9.7	3.2	0.927	-0.1	0.968	7.3
Cc1ccc(C)c(NC(=O)c2cc(C)nc3ccccc23)c1	-1.2	-7.8	3.4	22.3	0.8	1.16	-1.7	0.992	-16.2
O=C(Nc1ccccc1C(F)(F)F)N1CCN(c2ccc3nncn3n2)CC1	-0.5	-3.0	-1.7	-1.2	6.0	0.813	3.7	0.94	18.7
COc1ccccc1CNC(=O)CN1C(=O)CSc2ccc(S(=O)(=O)N3CCCC3)cc21	3.1	4.6	23.1	6.7	14.9	0.955	3.1	0.851	4.5
COc1cccc(NC(=O)COC(=O)Cn2c(C)csc2=O)c1	0.5	-7.5	0.3	7.7	7.8	0.931	-5.8	0.922	6.9
CC(C)(C)C(=O)c1no[n+]([O-])c1/C(=N/O)C(C)(C)C	-0.8	-4.1	0.7	12.1	6.0	0.911	3.2	0.94	8.9
CCCC(=O)Nc1ccc(NC(=O)c2ccccc2F)cn1	-3.2	-11.6	-6.7	15.2	1.9	1.01	-2.6	0.981	-0.6
